Screening data as filed in PubChem BioAssay.
PTPN22 inh 2 – PTPN22 phosphatase inhibitors, primary screen, biochemical, DiFMUP fluorescence, 2 µM; recombinant LYP catalytic domain; hit rate 0.21% among 96,000; AID 640, 2007; Tyrosine-protein phosphatase non-receptor type 22 (Homo sapiens), Q9Y2R2; inhibition, % at 2 µM;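 active = inhibition at 2 µM at or above a set limit, the screen mean plus 3 SD, cut at about 24% in these data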;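 note: 0% = DMSO with enzyme and 100% = enzyme fully blocked by orthovanadate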
CYP2C9 act – human CYP2C9 activators, primary screen, biochemical, luminescence; hit rate 1.4% among 96,000; AID 1024, 2008; activation factor at 5 µM; Cytochrome P450 2C9 (Homo sapiens), P11712; recombinant CYP2C9, luciferin-H conversion; active compounds read high; factor 1 = untreated enzyme, 0 = blocked;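 active = activation factor of 2 or more for CYP2C9 at a 5 µM dose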;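 note: 0 = sulfaphenazole-blocked wells and 1 = vehicle-only wells; values of inactives mirror those of a sister screen read the other way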
CYP2C9 inh – blockers of cytochrome P450 2C9 activity – biochemical, luminescence, ADME assay, primary screen; hit rate 20% among 96,000; CYP2C9 Supersomes, luciferin-H conversion; inhibition, % at 5 µM; AID 777, 2007; P11712;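 active = blocking of liver enzyme CYP2C9 beyond about 50% at 5 µM, limit read from the data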; note: values of inactives mirror those of a sister screen read the other way
Calb biofilm kill – clotrimazole potentiators killing Candida biofilms, primary screen, with clotrimazole, Alamar Blue; C. albicans biofilm + clotrimazole; AID 834, 2007; hit rate 0.14% among 85,000; inhibition, % at 6 µM;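 active = inhibition above 20%; inactive = inhibition below 20%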;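 note: preformed 24 hr biofilms exposed to compound for 48 hr; 0% = biofilm without compound and 100% = blank killed by clotrimazole plus chlorhexidine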
PLK1 inh – human PLK1 kinase inhibitors, primary screen, biochemical, TR-FRET; recombinant PLK1 kinase, TR-FRET peptide phosphorylation; inhibition, % at 10 µM; hit rate 0.53% among 97,000; AID 619, 2007;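 active = inhibition of 50% or more in the single-concentration screen; inactive = inhibition below 50%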;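 note: 0% = DMSO max control and 100% = H-89 dihydrochloride min control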
Target sequence (P53350 whole entry, looked up): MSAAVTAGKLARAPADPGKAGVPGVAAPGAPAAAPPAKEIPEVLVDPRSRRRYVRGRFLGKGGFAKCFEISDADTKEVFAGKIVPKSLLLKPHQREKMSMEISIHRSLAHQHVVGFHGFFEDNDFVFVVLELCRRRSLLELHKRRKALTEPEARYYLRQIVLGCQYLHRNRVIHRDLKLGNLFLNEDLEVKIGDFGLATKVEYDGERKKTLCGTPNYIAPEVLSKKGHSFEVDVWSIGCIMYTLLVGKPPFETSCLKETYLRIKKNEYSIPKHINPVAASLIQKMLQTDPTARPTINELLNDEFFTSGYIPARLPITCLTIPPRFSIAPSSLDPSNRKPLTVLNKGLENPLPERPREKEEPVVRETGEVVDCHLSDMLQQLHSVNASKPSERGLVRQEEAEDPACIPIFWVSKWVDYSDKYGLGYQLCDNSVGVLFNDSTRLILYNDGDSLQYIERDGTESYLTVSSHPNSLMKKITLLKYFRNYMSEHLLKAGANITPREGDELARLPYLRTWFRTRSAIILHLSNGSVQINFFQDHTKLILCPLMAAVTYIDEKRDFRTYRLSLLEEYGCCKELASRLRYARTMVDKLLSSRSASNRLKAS
Plk1 PBD FP – Plk1 polo box domain binding inhibitors, primary screen, biochemical, fluorescence polarization; Serine/threonine-protein kinase PLK1 (Homo sapiens), P53350; Plk1 PBD phosphopeptide binding; inhibition, %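 (tested at about 20 µM)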; hit rate 0.13% among 97,000; in the data active = inhibition above about 34%, passing the limit was not always enough
LYP act – LYP phosphatase activators, primary screen, biochemical, DiFMUP fluorescence, 2 µM | Tyrosine-protein phosphatase non-receptor type 22 (Homo sapiens), Q9Y2R2 | recombinant LYP; 0 = plate median, 100 = signal doubled | activation, % at 2 µM | hit rate 0.11% among 96,000 | AID 697, 2007;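 active = activation at 2 µM above a set limit, the mean plus 5 SD, cut at about 37% in these data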
EphB4 ephrin blk – EphB4-ephrin-B2 interaction antagonists, primary screen, biochemical, TNYL-RAW peptide probe, fluorescence polarization; Ephrin type-B receptor 4 (Homo sapiens), P54760; EphB4 LBD / TNYL-RAW-Alexa532 peptide; inhibition, % at 7 µM; hit rate 0.15% among 97,000;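 active = inhibition above the screen-wide mean inhibition plus 3 SD, cut at about 15% in these data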;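 note: 0% = DMSO wells and 100% = excess unlabeled TNYL-RAW peptide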
HIV Rev-RRE inh – HIV-1 Rev-RRE binding inhibitors, primary screen, biochemical, FRET, protein-RNA interaction; inhibition, % at 8 µM; P05866; hit rate 0.79% among 97,000; Rev peptide-RRE RNA binding; AID 704, 2007;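 active = inhibition above the screen-wide mean plus 3 SD, cut at about 35% in these data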;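 note: 0% = median DMSO wells and 100% = median Neomycin B control wells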
Target sequence (P05866 whole entry, looked up): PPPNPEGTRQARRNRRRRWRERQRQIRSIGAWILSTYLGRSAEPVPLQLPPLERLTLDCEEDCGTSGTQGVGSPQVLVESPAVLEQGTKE
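System: Cy5-labelled duplex RRE RNA binding fluorescein-labelled HIV Rev peptide; Signal: fluorescein-to-Cy5 FRET, 480 nm excitation; Also added: labelled Rev peptide; Compound: one concentration, 8 µM nominal; Buffer or medium: HEPES pH 7.5 salt buffer with EDTA; Read-out: % inhibition of FRET ratio versus controls; Schedule: 5 min preincubation and 15 min binding, 25 °C.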
An asterisk follows results filed as active; / = not tested or not shown.

Under each structure: PTPN22 inh 2	CYP2C9 act	CYP2C9 inh	Calb biofilm kill	PLK1 inh	Plk1 PBD FP	LYP act	EphB4 ephrin blk	HIV Rev-RRE inh
CCC1(CC)C(=O)NC(=O)NC1=NCCc1c[nH]c2ccccc12
    4	0.8	21	8	-14	-20	-2	-3	3
CN1CCN(S(=O)(=O)c2ccc(-c3noc(C4CCN(S(C)(=O)=O)CC4)n3)cc2)CC1
    0	1.1	-9	1	-13	-15	-1	-7	5
COc1cccc(NC(=O)Nc2c(C)n(C)n(-c3ccccc3)c2=O)c1
    4	1	-2	5	-11	39	-1	-1	5
Clc1ccc(Cn2cccc2C2=NCCO2)cc1
    7	0.7	35	-8	-5	-3	-9	-2	5
Cc1cccc2cc(CN(CCCN3CCOCC3)Cc3nnnn3C(C)(C)C)c(=O)[nH]c12
    6	0.8	25	5	8	19	-8	1	13
O=C(Nc1nnc(C2CCCC2)s1)C1CCC1
    2	0.4	56*	-2	-22	-24	-4	2	-1
CN(Cc1ccccc1)Cc1nc2c(c(=O)n(C)c(=O)n2C)n1Cc1ccc(Cl)cc1
    1	0.5	50*	10	-14	-14	-3	-2	8
Cc1cc([N+](=O)[O-])nn1Cc1ccccc1F
    -2	1.1	-7	/	-11	9	0	-3	4
O=C(c1ccc2snnc2c1)N1CCCCC1
    5	/	/	2	-16	10	-5	-7	6
CC(=O)CC1(O)C(=O)N(CN2CCN(c3ccccc3)CC2)c2ccccc21 (stereo not drawn)
    -8	1.1	-6	9	-11	-8	6	-3	5
C=CCN(C(=O)CNC(=O)c1ccco1)C(C(=O)NC1CCCCC1)c1ccc(OC)cc1OC (stereo not drawn)
    -1	0.5	46	6	-10	12	-2	5	7
CCOC(=O)c1c(C)[nH]c(C(=O)Cn2c(=O)c3c(ncn3CC)n(Cc3ccccc3)c2=O)c1C
    3	/	/	5	-4	0	-8	2	8
CCOC(=O)c1ccc(-n2c(C)nc3c(cnn3-c3ccccc3Cl)c2=O)cc1
    -10	0.8	23	4	-12	-7	11	3	7
COC(=O)n1ccc(C(=O)Nc2ccccc2F)n1
    -2	0.9	7	0	-6	-17	3	-2	3
COc1cc2nc(CN(CCC(C)C)Cc3nc4cc(OC)c(OC)cc4c(=O)[nH]3)[nH]c(=O)c2cc1OC
    -2	0.4	56*	/	1	-24	1	-6	14
O=C(NC12CC3CC(CC(C3)C1)C2)c1cnccn1
    2	1.2	-18	2	-7	-10	-4	-4	6
CCOc1ncccc1C(=O)Nc1cccc(C(=O)Nc2cccc(S(=O)(=O)CCO)c2)c1
    0	0.5	48	8	-5	-14	1	4	11
Cc1nnc(SCc2ccccc2Cl)n1CC1CCCO1 (stereo not drawn)
    10	0.9	8	5	-3	-3	-10	3	7
Cc1c(C#N)c2ccccc2n1CC(=O)N1CCCc2ccccc21
    -9	0.1	92*	9	1	-4	10	-9	10
COc1ccc(C(=O)NC(Nc2ccccc2)C(Cl)(Cl)Cl)cc1 (stereo not drawn)
    -7	0.2	85*	/	-5	-23	11	-2	-2
Cc1c(N=Cc2c(O)n(C)c(=O)c3ccccc23)c(=O)n(-c2ccccc2)n1C
    14	0.8	15	/	2	-1	-10	5	8
O=C1c2[nH]nc(-c3ccccc3O)c2C(c2cccc(O)c2)N1Cc1ccco1 (stereo not drawn)
    6	0.9	11	6	-12	6	-4	-3	3
O=C(O)Cc1sc(-c2ccccc2)nc1-c1ccccc1
    2	0.6	42	/	-12	-35	1	2	6
COC(=O)c1c(C(=O)OC)c2n(c1C)Cc1ccccc1C2
    -5	0.9	9	3	-16	-5	4	-4	2
CCCOc1ccc(C(=O)Nn2c(C)nc3ccccc3c2=O)cc1
    8	0.5	46	/	-10	27	-9	5	4
CC1CCC/C(=N/Nc2ccc([N+](=O)[O-])cc2[N+](=O)[O-])C1 (stereo not drawn)
    4	0.8	16	3	-18	18	-3	-5	16
CCOC(=O)c1c(NC(=O)CSc2nnc(CN3CCOCC3)n2C)sc2c1CCCC2
    -10	0.2	76*	4	-9	11	4	3	1
COc1ccc(Nc2nc(N)nc(SCc3nnc(C)s3)n2)cc1
    6	1	-2	6	-13	-50	-3	-1	-5
Cc1ccc(C)c(SCc2noc(C(=O)NC(C)C)c2C(=O)O)c1
    -1	0.3	72*	/	-19	-13	4	-7	-6
CCC1(C)N=c2c(c(=O)n(C)c(=O)n2C)=NO1 (stereo not drawn)
    -12	1.1	-12	/	-12	7	10	7	7

Additional results.
Under each structure: PTPN22 inh 2	CYP2C9 act	CYP2C9 inh	Calb biofilm kill	PLK1 inh	Plk1 PBD FP	LYP act	EphB4 ephrin blk	HIV Rev-RRE inh
CS(=O)(=O)N(CC(=O)Nc1ccccc1)Cc1ccc(Cl)cc1
    -4	0.1	89*	-5	-6	21	3	3	20
COc1cc(NC(=O)c2ccc(COc3ccccc3Br)o2)cc(OC)c1OC
    1	0.6	41	2	-9	-24	-2	-2	2
N/C(=N\OC(=O)CCCN1C(=O)c2ccccc2C1=O)c1ccc(Br)cc1
    -20	/	/	/	-17	-21	22	2	8
CCCCCCCN1N=C(C)C(C(=O)c2ccccc2)C1=O (stereo not drawn)
    9	0.1	94*	/	-18	-12	-6	3	7
COc1ccc2c(c1)C1CC(C)(NC(=O)C1C(=O)c1ccccc1)O2 (stereo not drawn)
    13	1	5	1	4	-7	-8	3	5
O=C(Cn1cnc2c(nnn2Cc2ccc(F)cc2)c1=O)N1CCN(c2ccccc2)CC1
    -13	1.3	-33	8	-4	-6	14	-4	-3
COC(=O)c1ccc(NC(=S)NCCC2=CCCCC2)cc1
    5	0.7	27	/	-9	0	-2	-7	-4
COc1ccccc1Nc1nc(N)nc(CN(C)C2CCCCC2)n1
    -7	1.2	-18	6	-11	0	6	4	-12
Cc1occc1C(=O)NC(C)C1CCCO1 (stereo not drawn)
    -12	0.9	10	/	-17	-5	11	2	5
O=C(c1ccccc1)c1ccc(N2CCOCC2)c(F)c1
    -4	0.9	9	9	-17	35	1	-12	2
O=C(CN1CCN(C(=O)c2ccco2)CC1)Nc1cc(Cl)ccc1Cl
    7	0.7	30	-1	-11	-9	-7	4	4
O=C(CSC1=NS(=O)(=O)c2ccccc21)Nc1ccccc1
    1	0.7	32	13	-10	3	-1	1	5
CCOC(=O)Nc1ccc(C(N)=O)cc1
    -13	0.9	6	6	-2	-2	10	0	2
COc1ccc(N2CCN(CCCNC(=O)Nc3ccccc3)CC2)cc1
    8	0.7	31	-1	-10	0	-6	9	5
Cc1oc2cc(OCC(=O)O)ccc2c(=O)c1Oc1ccccc1
    2	0.6	40	3	-5	12	-3	4	8
O=C1CC(N2CCN(c3cccc(C(F)(F)F)c3)CC2)C(=O)N1c1ccccc1F (stereo not drawn)
    1	0.2	84*	6	-3	3	-4	2	15
COc1ccc(C(C(=O)NC2CCCCC2)N(C(=O)c2ccco2)c2ccc(-n3cnnn3)c(C)c2)cc1 (stereo not drawn)
    8	/	/	10	-7	-6	-9	5	0
Cc1ccc2nc(Nc3ccc4[nH]c(=O)[nH]c4c3)c(-n3nc(C)cc3C)nc2c1
    5	1.1	-12	/	-8	12	-12	4	9
CC1(C)CC(=O)C(C=NCCN2CCN(CCc3ccccc3)CC2)=C(O)C1
    1	/	/	9	-17	16	-1	-5	3
CC1=NC2(CCCc3c2no[n+]3[O-])N(O)C1(C)C (stereo not drawn)
    -12	0.9	12	3	0	2	13	-1	2
Cc1ccc(SC(C)C(=O)N2CCCC2)cc1 (stereo not drawn)
    -1	0.8	18	8	-1	-12	5	-7	3
CCOCCCNC(=O)N[C@@H](C)C(=O)OC
    -4	1	-1	2	-4	-4	3	0	10
O=C(COc1ccc(S(=O)(=O)NCCc2ccccc2)cc1)N1CCCC1
    -8	0.5	45	-4	-8	13	7	-8	0
Cc1cc(NC(=O)CSc2nnc(-c3ccoc3C)n2N)no1
    4	0.9	7	3	12	22	-5	1	5
COc1cc2c(cc1NC(=O)C(C)N1CCN(S(=O)(=O)c3ccc(C)c(C)c3)CC1)oc1ccccc12 (stereo not drawn)
    10	0.8	16	/	-5	6	-12	0	10
CC1=CC(C)(C)N(C(=O)CSc2ncn[nH]2)c2ccccc21
    -10	0.9	8	-1	-7	-20	10	-12	5
CCCCCC1CC(=O)N(Cc2ccc(Cl)cc2)C(=O)N1 (stereo not drawn)
    7	1.4	-37	10	-12	1	-8	-1	12
O=C1Nc2ccccc2C12OCCCCO2
    1	1.2	-17	11	-4	-32	-3	1	6
O=C(CCCCCn1c(=O)[nH]c2ccsc2c1=O)N1CCCCC1
    -5	/	/	/	-3	26	8	6	2
CC1(C)CC(=O)C2=C(C1)N(c1ccc(F)cc1)C(N)=C(C#N)C2c1cccs1 (stereo not drawn)
    -3	0.9	10	8	-10	17	6	-2	2

Exported with bars between the fields: part of the list above.
compound | PTPN22 inh 2 | CYP2C9 act | CYP2C9 inh | Calb biofilm kill | PLK1 inh | Plk1 PBD FP | LYP act | EphB4 ephrin blk | HIV Rev-RRE inh
CCOC(=O)Nc1ccc(C(N)=O)cc1 | -13 | 0.9 | 6 | 6 | -2 | -2 | 10 | 0 | 2
COc1ccc(N2CCN(CCCNC(=O)Nc3ccccc3)CC2)cc1 | 8 | 0.7 | 31 | -1 | -10 | 0 | -6 | 9 | 5
